Assay outcomes from PubChem BioAssay.
LmPK inh: blocks Leishmania mexicana pyruvate kinase activity; purified LmPK, Kinase-Glo ATP luminescence, 1 h; Potency, µM (top dose mostly 57.5 µM), without a hit: at the top dose activity change, negative = inhibition, usual class: inhibitors; 0.37% of 290,000 active; AID 1721; further: potency means the concentration at half of the fitted maximal effect
Target sequence (Q27686 whole entry, looked up): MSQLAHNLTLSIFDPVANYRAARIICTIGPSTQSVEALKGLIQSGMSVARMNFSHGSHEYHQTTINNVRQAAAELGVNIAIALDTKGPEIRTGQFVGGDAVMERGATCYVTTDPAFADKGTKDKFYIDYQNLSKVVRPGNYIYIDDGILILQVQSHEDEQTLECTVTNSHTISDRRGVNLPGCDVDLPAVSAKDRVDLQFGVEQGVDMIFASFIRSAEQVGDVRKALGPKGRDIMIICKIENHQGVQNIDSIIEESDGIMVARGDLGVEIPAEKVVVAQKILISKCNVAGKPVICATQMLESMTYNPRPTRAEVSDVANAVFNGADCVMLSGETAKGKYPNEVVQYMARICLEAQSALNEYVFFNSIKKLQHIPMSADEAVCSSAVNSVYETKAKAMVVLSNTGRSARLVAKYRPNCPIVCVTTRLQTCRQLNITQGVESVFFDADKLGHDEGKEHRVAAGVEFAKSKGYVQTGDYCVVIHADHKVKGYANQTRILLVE
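0.1 nM LmPK, 0.5 mM PEP, 0.1 mM ADP; 50 mM imidazole pH 7.2, 7 mM MgCl2, 50 mM KCl; 1 h RT. Kinase-Glo luminescence readout, normalized to no-enzyme (full inhibition) and uninhibited wells.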
HCMV antiviral: blocks human cytomegalovirus replication; activity change, negative = inhibition, % at 57.5 µM; HFF cells, HCMV-luciferase reporter, 72 h; active compounds read low; 4.5% of 410,000 active; in the data active means activity change below about -60%; inconclusive means no clear call, values can overlap the other calls; inactive means above about -39%
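Human foreskin fibroblasts infected with luciferase-reporter HCMV at MOI 1 PFU/cell, compounds at two doses. Luciferase measured 72 h post infection; normalized to buffer-only basal and Salinomycin (10uM) controls.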
Tb PYK inh: inhibitors of Trypanosoma brucei pyruvate kinase | TbPYK enzyme, Kinase-Glo Plus ATP luminescence, 45 min | Potency, µM (highest dose often 76.8 µM), without a hit: top-dose activity, negative = inhibition, most hits filed as inhibitors | AID 624173 | 0.12% of 410,000 active | Q57TT1; further: potency means the concentration at half of the fitted maximal effect; nearly all actives have a fitted effect of over 50% in size
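Luminescence from Kinase-Glo Plus, added after a 45-minute room-temperature reaction, served as the end-point read-out. The enzyme and substrate were preincubated with compound before ADP (130 uM final) initiated turnover. Concentration-effect curves came from normalized qHTS data.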
AmpC inh no detg: blocks E. coli AmpC beta-lactamase in detergent-free assay. AmpC nitrocefin hydrolysis, absorbance 480 nm, 0.0001% Triton. Potency, µM (highest dose often 57.1 µM), without a hit: at the highest dose activity change, negative = inhibition, most hits filed as inhibitors. 0.52% of 330,000 active. AID 485341;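 further: potency means the concentration at half of the fitted maximal effect; plate controls were no compound for no effect and no enzyme for full effect; nearly all actives have a fitted effect of over 20% in size; some results filed as inactive show a strong effect at the top dose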
Target sequence (P00811 whole entry, looked up): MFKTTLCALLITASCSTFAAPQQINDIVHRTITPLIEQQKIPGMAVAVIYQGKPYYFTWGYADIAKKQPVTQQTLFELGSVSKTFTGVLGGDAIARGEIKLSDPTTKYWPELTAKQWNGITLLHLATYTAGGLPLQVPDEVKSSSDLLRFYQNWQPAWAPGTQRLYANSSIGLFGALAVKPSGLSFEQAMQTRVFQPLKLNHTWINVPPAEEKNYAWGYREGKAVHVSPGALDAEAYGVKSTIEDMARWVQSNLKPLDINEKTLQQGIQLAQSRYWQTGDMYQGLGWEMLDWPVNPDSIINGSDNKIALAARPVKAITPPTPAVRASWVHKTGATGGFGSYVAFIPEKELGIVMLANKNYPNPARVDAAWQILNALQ
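20 mM phosphate pH 7.0 + 0.01% (detergent screen) or 0.0001% Triton X-100; 5.3 nM AmpC reagent; cpd preinc 15 min RT; nitrocefin (800 uM stock) to start; A480 q20 s × 4 min; Activity was normalised to no-enzyme and no-compound control wells.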
AMA1-RON2 inh: disrupts binding of P. falciparum AMA1 to RON2; Potency, µM (doses to about 58.2 µM), for inactives: top-dose activity change, negative = inhibition, most hits filed as inhibitors; AlphaScreen AMA1-biotinylated RON2 peptide binding; 0.2% of 360,000 active;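 further: potency means the concentration at half of the fitted maximal effect; 0% = vehicle wells and -100% = peptide control; nearly all actives have a fitted effect of over 45% in size; some results filed as inactive show a strong effect at the top dose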
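AMA1 (3D7) with his tag at 25 nM final met compounds first, then biotinylated RON2 peptide at 25 nM; detection used donor plus acceptor beads, 10 µg/mL apiece, read by AlphaScreen after 30 min at room temperature.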
Sm TGR block: S. mansoni TGR enzyme inhibition; Potency, µM (series often up to 114 µM), without a hit: top-dose activity change, negative = inhibition, most hits filed as inhibitors; 3% of 360,000 active; AID 485364; purified TGR, DTNB reduction, TNB absorbance 405 nm; further: potency means the concentration at half of the fitted maximal effect; nearly all actives have a fitted effect of over 60% in size
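Kinetic colorimetric format: TGR-catalysed, NADPH-driven DTNB reduction monitored via TNB absorbance. Enzyme dispensed at 20 nM; compound exposure 15 min at room temperature before reaction start.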
AmpC inh detg: blocks E. coli AmpC beta-lactamase in detergent assay; AmpC hydrolysis of nitrocefin, absorbance 480 nm, 0.01% Triton; 0.041% of 370,000 active; P00811; Potency, µM (doses to about 114 µM), without a hit: at the highest dose activity change, negative = inhibition, actives largely listed as inhibitors; AID 485294;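 further: potency means the concentration at half of the fitted maximal effect; 0% = no-compound wells and -100% = no-enzyme wells; nearly all actives have a fitted effect of over 25% in size; some results filed as inactive show a strong effect at the top dose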
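AmpC (5.3 nM in the dispensed reagent) in 20 mM phosphate pH 7.0 with 0.01% (detergent screen) or 0.0001% Triton X-100 was preincubated with compounds for 15 min at room temperature. Nitrocefin was then added from an 800 uM solution, and hydrolysis was followed at 480 nm.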
* hit, by the source's call; u = inconclusive; x = no result given; & = joins results of further samples; [ ] = remark or other dose. Unless noted, the call rests on the fitted dose curve; in most records, active means well fitted curve in the direction sought with a large enough effect; inconclusive means small, poorly fitted or top-dose-only effect, or another doubt; inactive means no such curve, though single readings can be large; an effect the other way counts as inactive or inconclusive. Unless noted, on the % scale 0 is the no-effect control and ±100 the full control effect.

The opening 3 compounds, to show the layout:
Results follow in this order: LmPK inh	HCMV antiviral	Tb PYK inh	AmpC inh no detg	AMA1-RON2 inh	Sm TGR block	AmpC inh detg
1. COC(=O)c1ccccc1NC(=O)c1nc(S(=O)(=O)Cc2cccc(C)c2)ncc1Cl
→ x	-60.1*	5.4%	x	x	u	18.9%
2. N#C/C(=C\c1cccnc1)C(=O)Nc1ccc(C(=O)O)cc1
→ 1.9%	26.7	-4.2%	-8.7%	-10.8%	11.2%	-5.3%
3. COC(=O)c1ccccc1NC(=O)Nc1ccc(C)cn1
→ -1.2%	15.9	-4.2%	-0.1%	21.6%	x	1.2%

The list itself (from the top)
Results follow in this order: LmPK inh	HCMV antiviral	Tb PYK inh	AmpC inh no detg	AMA1-RON2 inh	Sm TGR block	AmpC inh detg
1. COC(=O)c1ccccc1NC(=O)c1nc(S(=O)(=O)Cc2cccc(C)c2)ncc1Cl
→ x	-60.1*	5.4%	x	x	u	18.9%
2. N#C/C(=C\c1cccnc1)C(=O)Nc1ccc(C(=O)O)cc1
→ 1.9%	26.7	-4.2%	-8.7%	-10.8%	11.2%	-5.3%
3. COC(=O)c1ccccc1NC(=O)Nc1ccc(C)cn1
→ -1.2%	15.9	-4.2%	-0.1%	21.6%	x	1.2%
4. O=C(COC(=O)COc1ccc(Cl)cc1)Nc1ccc(N2CCOCC2)cc1
→ 4.3%	27.7	2.9%	6.6%	-3.6%	-10.1%	1.6%
5. COc1ccc2[nH]c3c(=O)n4c(nc3c2c1)SCCC4
→ 1.5%	28.2	-5.3%	-22.2%	-2.0%	-0.4%	1.6%
6. COc1ccc(Cl)cc1NC(=O)Cn1c(=O)n(CCC(=O)NCc2ccc3c(c2)OCO3)c(=O)c2ccccc21
→ x	-63.7*	-5.3%	x	x	3.7%	16.1%
7. COc1ccc(C(=O)NC(=S)NNC(=O)c2ccccc2O)cc1
→ 1.2%	39.2	-2.7%	-26.2%	70.2%[activator]	-5.8%	1.7%
8. CCCCCCCCCCCC(=O)NC(Cc1ccc(OC)c([N+](=O)[O-])c1)C(=O)O (stereo unspecified)
→ -1.5%	27.4	-2.7%	96.3%[activator]	9.3%	7.6%	-3.7%
9. COc1ccc(C(CCc2cc(OC)c(OC)c(OC)c2)NC(C)=O)cc1 (stereo unspecified)
→ x	59.5	-4.4%	x	-5.7%	x	x
10. O=C(O)CCCC(=O)NS(=O)(=O)c1ccc(Cl)cc1
→ -2.0%	18.7	-25.1%	-10.1%	15.4%	-2.5%	0.5%
11. CCOC(=O)CSC1=C(C#N)C(c2ccccc2Cl)C(C(=O)OC)C(=O)N1 (stereo unspecified)
→ 3.2%	70.4	-5.2%	-12.6%	-22.3%	-3.4%	-12.9%
12. O=C(CSc1nnc(-c2ccco2)n1Cc1ccco1)NCc1cccs1
→ -6.8%	-6.1	3.6%	-8.6%	-21.5%	-25.0%	-22.2%
13. CCN1CCN(c2ncnc3c2cnn3-c2cc(Cl)ccc2C)CC1
→ x	-15.5	2.0%	x	x	8.9%	1.2%
14. Cc1nn(CCC#N)c2[nH]c(=O)cc(C(F)(F)F)c12
→ 2.9%	-18.6	1.7%	-23.9%	13.2%	-8.2%	-10.6%
15. CCSCc1nnc(SCC(=O)Nc2ccc(F)cc2)n1CC
→ 0.6%	-34.4	-3.1%	12.5%	9.3%	17.6%	1.2%
16. O=C1c2[nH]nc(-c3ccccc3O)c2C(c2cccc(Cl)c2)N1Cc1cccnc1 (stereo unspecified)
→ x	-5.9	-0.2%	x	x	0.7%	12.7%
17. CSc1nc2ccc(NS(=O)(=O)c3ccccc3F)cc2s1
→ 2.4%	-31.0	-0.6%	-31.2%	1.8%	-9.4%	-10.1%
18. Cc1ccc(N(CN2CCCC2=O)C(=O)c2ccc(C)c(C)c2)cc1
→ 2.5%	-30.7	7.5%	44.5%	9.2%	4.8%	u
19. CC(C)(C)NC(=O)NC(=O)CN1CCN(c2ccc(O)cc2)CC1
→ 12.6µM*	u	u	-25.6%	6.7%	u	u
20. COc1ccc(C(=O)NCCCN2CCOCC2)cc1OC
→ -5.9%	35.3	4.0%	-6.8%	-13.4%	-7.9%	4.4%
21. COc1ccc(C2=Nn3c(nnc3-c3ccccc3F)SC2)cc1OCC1CC1
→ x	-97.7*	-11.2%	-19.5%	x	x	x
22. CCSc1nnc(NC(=O)CCn2c(=O)oc3ccccc32)s1
→ -0.1%	17.2	-4.2%	-28.3%	18.3%	0.8%	2.4%
23. CCCCc1cc(=O)oc2cc(OC(C)C(=O)NCCN3CCOCC3)ccc12 (stereo unspecified)
→ x	-14.1	1.3%	x	1.7%	x	x
24. O=C(C1COc2ccccc2O1)N1CCN(c2ccccc2Cl)CC1 (stereo unspecified)
→ -0.9%	10.3	-3.1%	-0.3%	-4.1%	-11.7%	-4.2%
25. O=C(CSCc1cnn(-c2ccccc2)c1-n1cccc1)NCc1cccc(Cl)c1
→ x	-22.7	-10.1%	x	x	4.3%	15.5%
26. Cc1ccccc1NC(=O)CSc1nc2ncc(Cl)cc2[nH]1
→ 3.9%	-12.9	4.2%	-13.0%	26.7%	-13.2%	u
27. COc1ccccc1NC(=O)c1cc2cc(Br)ccc2cc1O
→ -0.3%	-28.9	5.8%	u	5.6%	6.8%	8.6%
28. COc1ccc(NC(=O)c2cc(-c3ccc(OC)c(OC)c3)on2)cc1OC
→ 0.3%	x	-1.3%	-4.0%	1.0%	0.0%	-3.4%
29. O=C(CSc1nnnn1C1CC1)Nc1cccc(S(=O)(=O)N2CCCC2)c1
→ x	-74.8*	-3.7%	-24.9%	15.0%[11.6 µM]	-10.4%	0.7%
30. CC[C@]12c3[nH]c4cc(CCC(=O)N(C)C)ccc4c3CCN1C(=O)[C@@H](CC(=O)NC(C)(C)C)C[C@@H]2C(=O)N1CCN(C(=O)C2CC2)CC1
→ x	-13.9	3.4%	143.3%[activator]	-4.4%	x	x

Remaining list, next part.
Results follow in this order: LmPK inh	HCMV antiviral	Tb PYK inh	AmpC inh no detg	AMA1-RON2 inh	Sm TGR block	AmpC inh detg
31. CCCNC(=O)C1CCN(C(=O)N2CC(C)Oc3ccccc32)CC1 (stereo unspecified)
→ x	3.4	3.6%	x	x	1.8%	10.6%
32. CS(=O)(=O)c1ccc(C(=O)OCC(=O)NC(=O)Cc2ccccc2)cc1
→ x	-6.6	-2.6%	u	-3.6%	-4.4%	u
33. C=CCNC(=O)c1nc2ccccc2s1
→ -0.5%	134.9	-1.4%	-15.3%	0.3%	-4.0%	-11.9%
34. Cc1cc(N2CCCC2=O)cc(C)c1S(=O)(=O)NCCOc1ccccc1
→ -0.4%	-77.3*	-0.9%	-11.0%	0.2%	-13.2%	-7.2%
35. COc1ccc(C)cc1NC(=O)CN(C)S(=O)(=O)c1ccc2c(c1)c(=O)n(C)c(=O)n2C
→ -1.4%	5.9	-1.1%&-9.7%	-0.5%	-3.9%	-8.0%&-8.3%	-11.1%&-7.9%
36. N#Cc1cc([N+](=O)[O-])cnc1Nc1ccccc1
→ -6.8%	27.5	-2.4%	-20.0%	-9.8%	4.1%	3.2%
37. CCCOc1cccc(C(=O)Nc2cccc3cccnc23)c1
→ x	29.2	2.7%	x	x	-1.4%	1.7%
38. C#CCOCCOCCOCCNc1nc(N2CCN(C(=O)Cn3cc(CC(C)O)nn3)CC2)nc(N2CCN(C(=O)[C@H]([C@@H](C)CC)n3cc(CCCN=C(N)N)nn3)CC2)n1 (stereo partly specified)
→ -0.6%	107.0	3.9%	187.7%[activator]	-3.9%	-0.5%	-5.6%
39. CCC(C)Sc1nc2c(cnn2-c2ccc(C)cc2)c(=O)[nH]1 (stereo unspecified)
→ -2.4%	55.7	0.8%	-19.9%	-0.3%	1.6%	u
40. CNC(=O)N(O)C1N(/N=C/c2ccccc2F)C(=S)SC1(C)C (stereo unspecified)
→ -0.9%	-27.1	0.8%	-15.6%	-2.8%	8.7%	-3.7%
41. COc1cc(C2C(C(C)=O)=C(O)C(=O)N2c2ccc(Br)cn2)ccc1O (stereo unspecified)
→ -4.2%	-6.7	6.2%	-18.7%	-0.2%	-30.2%	-10.7%
42. CC(=O)Nc1ccc(CCCCc2ccccc2)cc1
→ x	-5.1	-3.5%	x	6.7%	x	x
43. CCOc1ccc(CCNC(=O)C2CC(C)=CCC2C(=O)O)cc1OCC (stereo unspecified)
→ 1.1%	u	-13.1%	-15.0%	-5.8%	13.0%	-1.5%
44. CSC1=C(C#N)C(C)CC(=O)N1 (stereo unspecified)
→ 2.5%	-35.0	-4.6%	-12.8%	21.5%	6.6%	-24.9%
45. CN(CCCN1CCOCC1)Cc1nc(-c2ccccc2)no1
→ 4.4%	-11.7	-6.8%	-25.1%	-12.6%	17.7%	7.2%
46. CC(C)N=C1NN=C(c2ccc(F)cc2)CS1
→ u	118.1	u	-29.4%	15.3%	-2.0%	5.2%
47. O=C(NNC(=O)c1cccs1)c1cccc(F)c1
→ -0.4%	-4.9	-0.4%	1.2%	-11.1%	-7.5%	-0.6%
48. C/C(=N/NC(=O)c1ccc2c(c1)OCO2)c1ccc(NC(=O)c2ccc(F)cc2)cc1
→ -9.8%	-12.2	4.8%	-19.9%	-9.5%	-21.2%	-12.0%
49. CC(=O)NC(C)(c1ccccc1)c1nc(-c2cccc(C(F)(F)F)c2)cs1 (stereo unspecified)
→ x	-24.6	-0.5%	x	-5.7%	x	x
50. Fc1ccc(Nc2nc(SCc3ccccc3Cl)nc3ccccc23)cc1
→ x	u	2.5%	x	x	0.0%	-7.0%

Molecules shown so far with a nitro group on carbon, in the order listed:
Results follow in this order: LmPK inh	HCMV antiviral	Tb PYK inh	AmpC inh no detg	AMA1-RON2 inh	Sm TGR block	AmpC inh detg
8. CCCCCCCCCCCC(=O)NC(Cc1ccc(OC)c([N+](=O)[O-])c1)C(=O)O (stereo unspecified)
→ -1.5%	27.4	-2.7%	96.3%[activator]	9.3%	7.6%	-3.7%
36. N#Cc1cc([N+](=O)[O-])cnc1Nc1ccccc1
→ -6.8%	27.5	-2.4%	-20.0%	-9.8%	4.1%	3.2%
